Screens from PubChem.
EBNA-1 inhibitor – EBNA-1 DNA-binding inhibitors, primary screen, biochemical, fluorescence polarization. AID 1950, 2009. inhibition, % at 14.8 µM. 0.34% of 300,000 active; in the data active means inhibition above about 28%
LAP4 TOR yeast – modulators of LAP4-GFP expression in yeast, primary screen, S. cerevisiae, multiplex flow cytometry, MLPCN library | 3 h; median GFP as percent of DMSO wells | GFP response vs DMSO, % at 10 µM | 0.34% of 320,000 active | AID 2023, 2009;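 active means GFP response vs DMSO above a set limit, about the screen mean plus 3 SD, cut at about 150% in these data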
AHR activator – AHR activators, primary screen, cell-based, luminescence, luciferase reporter, human. 2.5% of 320,000 active. activation, % at 5 µM. AHR-responsive luciferase reporter cells; in the data active means activation above about 47%;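 further: 0% = vehicle wells and 100% = reference agonist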
ZTA counter – blocks Epstein-Barr virus ZTA, an EBNA-1 counter-screen. AID 2234. 0.15% of 320,000 active. inhibition, % at 11 µM. ZTA-DNA binding, fluorescence polarization. P03206; in the data active means inhibition above about 33%
proCasp7 act – procaspase-7 activators, primary screen, counter-screen for procaspase-3 activator project, biochemical, absorbance, HTS, human; 0.093% of 330,000 active; Caspase-7 (Homo sapiens), P55210; activation, % at 8.5 µM; recombinant procaspase-7, Ac-DEVD-pNA absorbance 405 nm; D23A/D198A/D206A triple mutant, cannot self-cleave; scale: DMSO 0, 5 µM enzyme 100;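 active means percent activation above the screen-wide mean plus 3 SD, cut at about 25% in these data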
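Replicates: singlicate. Assay system: Procaspase-7 triple mutant (PC-7 D3A). Signal: 405 nm absorbance of p-nitroaniline. Times: 1 h preincubation, 2 h reaction. Buffer or medium: Zinc-free HEPES pH 7.4 with 300 mM NaCl, 0.01% Triton X-100. Also added: DEVD-pNA substrate. Benchmarks: DMSO wells as 0%, DMSO with 5 µM added PC-7 as 100%.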
RPL19A TOR yeast – RPL19A-GFP expression modulators in yeast, primary screen, cell-based, S. cerevisiae, multiplex flow cytometry, MLPCN | S. cerevisiae RPL19A-GFP strain, 3 h; stronger effect = lower value | percent response vs DMSO, % at 10 µM | 0.3% of 330,000 active | AID 2025, 2009;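 active means percent response vs DMSO below 50%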;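 further: median channel GFP fluorescence of the barcoded RPL19A-GFP strain; ratio of sample median GFP to plate DMSO average so 100% = DMSO; lower means less RPL19A-GFP as with rapamycin TOR inhibition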
proCasp3 act – activators of human procaspase-3 D3A mutant, primary screen, biochemical, absorbance, PC-3 D3A mutant, single concentration; Caspase-3 (Homo sapiens), P42574; recombinant procaspase-3 D3A, Ac-DEVD-pNA absorbance 405 nm; activation, % at 8.5 µM; 0.11% of 330,000 active; AID 463141, 2010;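 active means activation above the mean of all tested compounds plus 3 SD, cut at about 21% in these data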;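 further: 0% = DMSO alone and 100% = DMSO wells spiked with extra 5 µM PC-3 D3A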
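Assay system: Autoprocessing-dead procaspase-3 D3A mutant enzyme; also added: Ac-DEVD-pNA; doses: one concentration, 8.5 µM nominal, 0.8% DMSO; times: 1 h compound preincubation, 2 h substrate hydrolysis at 25 °C; technique: 405 nm absorbance of p-nitroaniline, reads at 0 and 120 min; measure: % activation between DMSO and enzyme-spiked controls; repeats: single replicate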
MEP2 TOR yeast – modulators of MEP2-GFP levels in yeast, primary screen, S. cerevisiae, multiplex flow cytometry, MLPCN library | S. cerevisiae MEP2-GFP strain, 3 h; 100% = DMSO control level | GFP response vs DMSO, % at 10 µM | 0.51% of 330,000 active;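 active means GFP response versus DMSO above a set limit, roughly screen mean plus 3 SD, cut at about 180% in these data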;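 further: median GFP fluorescence of the barcode-gated MEP2-GFP cells per well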
* = called active by the depositor; x = no result given.

No.	Structure	EBNA-1 inhibitor	LAP4 TOR yeast	AHR activator	ZTA counter
1	C/C=C(\C)CN1CCC(n2nccc2NC(=O)CCc2ccccc2)CC1	-3	91	2	8
2	COc1ccc(CN2CCn3ncc(C(=O)Nc4cc(C)cc(C)c4)c3C2=O)cc1	1	102	14	16
3	CCCCNC(=O)O[C@H]1C[C@@H]2CCN3C(=O)CCC(C)(C)[C@H](C1)[C@H]23	10	136	0	-6
4	Cc1ccc(NC(=O)COC(=O)c2ccc(Cl)nc2)cc1S(=O)(=O)N1CCCCC1	x	95	0	-5
5	CCOc1cc(C)ccc1OCc1nnc(SCC(=O)c2cccc([N+](=O)[O-])c2)n1C	-9	98	6	1
6	CC(=O)Nc1ccc(NC(=O)COC(=O)c2ccc(S(=O)(=O)NCc3ccco3)cc2)cc1	x	90	-2	x
7	COCCNC(=O)C1CC2Cn3c(nc4cc(Cl)c(Cl)cc43)C2N1C (stereo not given)	4	95	2	14
8	O=c1ccn(Cc2ccccc2)c(=O)n1Cc1ccccc1	0	100	1	-3
9	COC(=O)c1ccc[n+](CC(=O)c2ccc(Br)cc2)c1	6	95	2	-8
10	Cn1cnnc1SC1c2cccc3cccc(c23)C1NS(=O)(=O)c1ccccc1 (stereo not given)	5	93	10	15
11	Cc1ccsc1C(=O)OCC(=O)NCc1ccccc1	x	93	0	x
12	O=c1c2c(n3nnnc3n1-c1ccccc1)-c1ccccc1CC21CCCC1	3	96	11	9

No.	proCasp7 act	RPL19A TOR yeast	proCasp3 act	MEP2 TOR yeast
1	4	106	5	98
2	0	100	-6	99
3	11	109	13	102
4	11	96	0	97
5	-10	95	-1	101
6	12	106	2	103
7	6	99	-4	101
8	9	99	-7	106
9	-5	95	-14	88
10	-1	100	-3	108
11	5	102	7	100
12	-5	99	4	96

(continued)
No.	Structure	EBNA-1 inhibitor	LAP4 TOR yeast	AHR activator	ZTA counter
13	S=C(Nc1cc(Cl)ccc1Cl)Nn1cnnc1	5	115	-1	18
14	COc1cc(/C=C(\C#N)C(=O)N2CCc3ccccc32)ccc1O	-4	135	1	-20
15	Cc1ccc2nc(NC(=O)C3CSC4(C)CCC(=O)N34)sc2c1 (stereo not given)	-16	103	-8	-1
16	CN1CCN(C(=O)c2ccc(COc3ccc(Cl)cc3Cl)cc2)CC1	3	103	-3	8
17	CC(C)(C)c1ccc(C(=O)NCc2ccccc2)cc1	2	127	12	-2
18	CCCS(=O)(=O)N1CCC(C(=O)N2CCOCC2)CC1	13	103	0	-6
19	COc1ccc(NC(=O)CN(C)C(=O)c2cc(-c3ccccc3)nc3ccccc23)cc1	-15	98	4	11
20	O=C1c2ccccc2CN1CCSC(=S)N1CCSCC1	-18	88	5	-27
21	Cn1c(SCC(O)c2ccccc2)nnc1-c1ccc2ccccc2c1 (stereo not given)	-7	141	5	11
22	CN(C)c1ccc(C(=O)/C=C/c2cccnc2)cc1	11	85	18	-2
23	O=C(N=Nc1c(O)[nH]c2ccccc12)c1cc(-c2cccs2)[nH]n1	-3	116	84*	3
24	O=C(OCC1OC2OC3(CCCCC3)OC2C2OC3(CCCCC3)OC12)c1ccccc1 (stereo not given)	1	105	0	12

No.	proCasp7 act	RPL19A TOR yeast	proCasp3 act	MEP2 TOR yeast
13	-16	100	-5	105
14	-6	98	1	98
15	0	96	-6	106
16	9	109	-4	116
17	3	96	4	93
18	0	102	-3	103
19	6	89	7	92
20	2	102	-5	90
21	2	93	4	98
22	1	95	-8	96
23	7	102	-8	111
24	2	103	-5	92

Compound profiles, as listed above.
Cc1ccsc1C(=O)OCC(=O)NCc1ccccc1 is entered as EBNA-1 inhibitor = x; LAP4 TOR yeast = 93; AHR activator = 0; ZTA counter = x; proCasp7 act = 5; RPL19A TOR yeast = 102; proCasp3 act = 7; MEP2 TOR yeast = 100
CCCCNC(=O)O[C@H]1C[C@@H]2CCN3C(=O)CCC(C)(C)[C@H](C1)[C@H]23 is entered as EBNA-1 inhibitor = 10; LAP4 TOR yeast = 136; AHR activator = 0; ZTA counter = -6; proCasp7 act = 11; RPL19A TOR yeast = 109; proCasp3 act = 13; MEP2 TOR yeast = 102

Next part.
No.	Structure	EBNA-1 inhibitor	LAP4 TOR yeast	AHR activator	ZTA counter
25	CCC(=O)c1ccc(OC)c(OC)c1O	-3	103	1	-7
26	Nc1cccc(CP(=O)(c2ccccc2)c2ccccc2)c1	x	95	-2	9
27	O=C(O)c1ccccc1NS(=O)(=O)c1cccc(-n2sc3ccccc3c2=O)c1	-3	97	9	4
28	CCOC(=O)c1[nH]cnc1C(=O)Nc1ccccc1C	-13	97	10	-1
29	CCOc1ccc(CCNC(=O)C2CCN(S(=O)(=O)CC)CC2)cc1OCC	0	97	0	-17
30	Cc1cc(C)n2nnnc2c1C#N	-21	95	-3	-2
31	COc1ccccc1NC(=O)C1CCCN(S(=O)(=O)c2cnc[nH]2)C1 (stereo not given)	9	102	4	16
32	Clc1ccc(Oc2nc(N3CCOCC3)nc(N3CCOCC3)n2)c(C2CCCCC2)c1	4	105	1	-7
33	Cc1cc(NC(=O)CCC(=O)N(CC(=O)NC2CCCC2)c2ccccc2)no1	7	106	2	-18
34	O=C(O)c1cccc(-n2c(/C=C/c3cccc([N+](=O)[O-])c3)nc3ccccc3c2=O)c1	-18	98	2	7
35	COc1ccc([N+](=O)[O-])c(S(=O)(=O)c2ccc(Cl)cc2)n1	-7	102	1	1
36	COc1cccc(CNC(=O)CCNC(=O)N2CCn3c2nc2ccccc23)c1	-5	96	3	-7

No.	proCasp7 act	RPL19A TOR yeast	proCasp3 act	MEP2 TOR yeast
25	8	106	2	104
26	1	91	4	97
27	-21	101	-24	102
28	-5	93	-1	97
29	-4	102	3	108
30	12	103	5	104
31	2	92	6	115
32	-3	109	1	112
33	5	97	-5	103
34	7	100	7	96
35	-15	100	-25	108
36	3	99	9	102

New compounds follow.
No.	Structure	EBNA-1 inhibitor	LAP4 TOR yeast	AHR activator	ZTA counter
37	CCc1noc(C)c1C(=O)N1CCCSC1=Nc1ccccc1C(C)C	-18	97	-2	-23
38	C=CCSc1nnc(NC(=O)CSc2nc3ccccc3[nH]2)s1	10	103	14	5
39	COc1ccc(Br)cc1CN1CCCC(C(=O)N2CCCCC2)C1 (stereo not given)	-11	96	5	3
40	CC(C)=CCC/C(C)=C/C=N/NC(=O)c1cccc([N+](=O)[O-])c1	7	85	12	3
41	COc1ccccc1NC(=O)c1ccc(-c2ccccc2[N+](=O)[O-])o1	-8	129	27	13
42	COc1cccc(CC2(CO)CCCN(Cc3ccc(C)s3)C2)c1 (stereo not given)	12	95	3	1
43	O=C(Nc1cccc(NC(=O)c2ccco2)c1)c1ccc2c(c1)OCCO2	5	105	21	-6
44	Cc1cccc(N2CCN(C(=O)Cn3nc(Cc4ccncc4)c4ccccc4c3=O)CC2)c1C	8	97	-5	-4
45	Cc1ccc(NC(=O)c2sc(C)nc2C)c(C)c1	-9	105	1	-4
46	C#Cc1cccc(C(=O)N2CCCC(Nc3cccc(F)c3)C2)c1 (stereo not given)	5	100	3	7
47	CCCCN(C(=O)CSc1nc2ccccc2n1CC)C1CCS(=O)(=O)C1 (stereo not given)	x	96	5	-6
48	Cc1ccc2c(c1)N(C(=O)CCC(=O)NCCCN1CCN(C)CC1)CCO2	2	101	2	-6

No.	proCasp7 act	RPL19A TOR yeast	proCasp3 act	MEP2 TOR yeast
37	0	103	-3	102
38	4	95	-1	107
39	14	103	11	102
40	5	98	-4	93
41	-7	98	2	99
42	12	104	7	104
43	5	104	7	104
44	0	92	4	106
45	9	101	-3	103
46	6	97	0	97
47	-7	94	-3	93
48	1	113	3	102

Later entries
No.	Structure	EBNA-1 inhibitor	LAP4 TOR yeast	AHR activator	ZTA counter
49	CC1(C)CC(=O)C=C(NCCO)C1	6	105	0	-1
50	CCCCNC(=S)Nc1ccc(-c2nc3ccc(C)cc3s2)cc1	15	99	14	1
51	O=C(CSc1nc2ccccc2s1)NNC(=S)Nc1ccc(Br)cc1	9	93	53*	-18
52	O=C(NCCCN1CCOCC1)c1cccc(S(=O)(=O)Nc2ccccc2Cl)c1	-17	93	-1	-13
53	O=C(CNC(=O)c1cccs1)OCC(=O)c1ccc(Cl)cc1	2	96	2	0
54	Fc1ccc(-c2csc(-c3ccncc3)n2)cc1	-9	98	6	-5
55	CCCCNC(=O)Nc1cc(C(F)(F)F)c[nH]c1=O	9	102	7	-13
56	CC(C(=O)N1CCN(C2c3ccccc3-c3ccccc32)CC1)N1C(=O)c2ccccc2C1=O (stereo not given)	-6	90	6	-7
57	CCCC[C@@H]1C[C@H]1[C@@H](NC(=O)c1ccco1)c1ccccc1C(F)(F)F	6	x	4	0
58	COc1cccc(C2c3c(oc4ccccc4c3=O)C(=O)N2Cc2ccco2)c1 (stereo not given)	-10	102	82*	5

No.	proCasp7 act	RPL19A TOR yeast	proCasp3 act	MEP2 TOR yeast
49	9	107	0	104
50	1	103	0	102
51	-5	103	-11	105
52	-9	85	-2	100
53	6	99	6	103
54	0	104	0	101
55	3	102	13	103
56	-2	102	1	102
57	10	x	-1	x
58	-6	96	-7	103

Four of the entries above in order of the EBNA-1 inhibitor value, smallest number first:
item | SMILES | EBNA-1 inhibitor | LAP4 TOR yeast | AHR activator | RPL19A TOR yeast | proCasp3 act | MEP2 TOR yeast
58 | COc1cccc(C2c3c(oc4ccccc4c3=O)C(=O)N2Cc2ccco2)c1 (stereo not given) | -10 | 102 | 82* | 96 | -7 | 103
49 | CC1(C)CC(=O)C=C(NCCO)C1 | 6 | 105 | 0 | 107 | 0 | 104
55 | CCCCNC(=O)Nc1cc(C(F)(F)F)c[nH]c1=O | 9 | 102 | 7 | 102 | 13 | 103
50 | CCCCNC(=S)Nc1ccc(-c2nc3ccc(C)cc3s2)cc1 | 15 | 99 | 14 | 103 | 0 | 102
